Dicer processing: blocks human Dicer maturation of pre-miR-21. Q9UPY3. cat-ELCCA pre-miR-21 Dicer processing, chemiluminescence; hits give high values. z-score at 25 µM. actives 6% (n = 47,000); in the data active means z-score above about 3, passing the limit was not always enough;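 further: plate controls were vehicle for no effect and no enzyme for full effect; higher signal means more uncleaved substrate so more Dicer inhibition; strong numbers were not always called active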
Target sequence (Q9UPY3 whole entry, looked up): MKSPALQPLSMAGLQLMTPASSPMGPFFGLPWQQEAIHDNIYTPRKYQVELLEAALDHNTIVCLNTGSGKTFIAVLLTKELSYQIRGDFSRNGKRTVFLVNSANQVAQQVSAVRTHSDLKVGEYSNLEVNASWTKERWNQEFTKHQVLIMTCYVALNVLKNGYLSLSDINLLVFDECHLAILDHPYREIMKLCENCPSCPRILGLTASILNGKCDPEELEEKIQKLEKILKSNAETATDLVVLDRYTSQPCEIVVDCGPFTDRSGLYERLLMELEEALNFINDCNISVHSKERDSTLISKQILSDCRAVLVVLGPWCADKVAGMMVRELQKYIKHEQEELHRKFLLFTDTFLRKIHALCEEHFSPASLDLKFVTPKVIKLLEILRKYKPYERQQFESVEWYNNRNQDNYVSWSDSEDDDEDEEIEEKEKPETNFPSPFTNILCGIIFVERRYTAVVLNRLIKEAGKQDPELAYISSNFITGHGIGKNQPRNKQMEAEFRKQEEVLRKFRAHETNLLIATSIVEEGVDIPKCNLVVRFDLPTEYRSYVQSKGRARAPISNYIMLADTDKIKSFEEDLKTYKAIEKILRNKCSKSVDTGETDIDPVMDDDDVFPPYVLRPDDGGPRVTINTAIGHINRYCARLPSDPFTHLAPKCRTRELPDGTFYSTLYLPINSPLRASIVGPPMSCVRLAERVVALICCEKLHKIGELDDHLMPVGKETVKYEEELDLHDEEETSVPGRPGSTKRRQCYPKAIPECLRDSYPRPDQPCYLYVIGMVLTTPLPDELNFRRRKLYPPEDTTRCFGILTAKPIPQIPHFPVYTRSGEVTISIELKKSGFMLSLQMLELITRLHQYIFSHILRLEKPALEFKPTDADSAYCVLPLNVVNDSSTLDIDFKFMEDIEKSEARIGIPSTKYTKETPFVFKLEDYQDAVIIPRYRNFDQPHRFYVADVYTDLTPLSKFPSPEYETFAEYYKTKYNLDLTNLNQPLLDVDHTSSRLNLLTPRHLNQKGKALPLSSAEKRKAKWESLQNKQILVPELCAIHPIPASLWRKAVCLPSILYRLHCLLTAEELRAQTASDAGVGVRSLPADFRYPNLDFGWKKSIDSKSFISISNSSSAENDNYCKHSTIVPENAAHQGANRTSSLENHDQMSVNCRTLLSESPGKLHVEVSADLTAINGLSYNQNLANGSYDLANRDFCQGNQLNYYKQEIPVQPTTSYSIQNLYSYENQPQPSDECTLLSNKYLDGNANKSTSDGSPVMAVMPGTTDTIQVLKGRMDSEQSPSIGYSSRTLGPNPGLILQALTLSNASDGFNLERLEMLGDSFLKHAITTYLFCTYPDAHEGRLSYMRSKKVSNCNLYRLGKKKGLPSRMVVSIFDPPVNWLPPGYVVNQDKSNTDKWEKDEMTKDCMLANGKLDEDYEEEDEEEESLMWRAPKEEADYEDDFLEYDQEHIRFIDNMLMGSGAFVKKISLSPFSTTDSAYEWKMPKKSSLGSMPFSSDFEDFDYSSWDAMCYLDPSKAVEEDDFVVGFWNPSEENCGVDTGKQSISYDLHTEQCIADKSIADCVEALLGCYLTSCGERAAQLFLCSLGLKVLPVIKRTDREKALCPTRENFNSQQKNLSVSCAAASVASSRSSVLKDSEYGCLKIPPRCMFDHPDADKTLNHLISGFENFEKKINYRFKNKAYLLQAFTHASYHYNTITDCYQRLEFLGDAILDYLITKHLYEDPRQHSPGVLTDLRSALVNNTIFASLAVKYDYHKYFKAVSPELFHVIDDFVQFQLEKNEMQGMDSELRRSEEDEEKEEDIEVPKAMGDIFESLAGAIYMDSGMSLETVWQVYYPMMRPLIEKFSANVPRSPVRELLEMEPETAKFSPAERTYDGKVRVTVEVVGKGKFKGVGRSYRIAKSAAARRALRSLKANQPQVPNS
* marks the source's active call; other numbers are inactive results; & = joins results of further samples. This is a subset; the hit share may differ from the screen's.

SMILES,Dicer processing
CCOCCCNC(=O)CN1C(=O)c2ccccc2S1(=O)=O,-1.25
CCCCCOc1ccc(C2CC(=O)CC(=O)C2C(=O)OCC)cc1 (stereo not drawn),1.98
CCCC12CN3CC(C)(CN(C1)C3c1ccc([N+](=O)[O-])o1)C2=O (stereo not drawn),1.43
O=C1CS/C(=N\N=C\c2ccccc2Cl)N1c1cc(C(F)(F)F)ccc1Cl,0.14
O=[N+]([O-])c1c(Nc2cccc(C(F)(F)F)c2)ncnc1Nc1cccc(C(F)(F)F)c1,-0.15
CCOc1ccc(/C(O)=C2/C(=O)C(=O)N(CCCOC)C23C(=O)N(CC)c2ccccc23)cc1 (stereo not drawn),-7.44
COc1ccc(OC)c(NC(=O)CN2C(=O)c3ccccc3S2(=O)=O)c1,2.99
Cn1c(=O)c2c(nc(NCc3ccccn3)n2C)n(C)c1=O,-0.58
N#CCC(=O)NNC(=S)NCc1cccs1,-0.01
Cn1nc(OCC(=O)NC(C)(C)C)cc1C(F)(F)F,-1
O=C(O)CCC(=O)Nc1cc2c(cc1Br)OCCO2,0.22
CCN(C(=S)Nc1c(C)cccc1Cl)c1ccccc1,0.1

Sorted by heavy-atom count (smallest number first): some entries from above
SMILES,Dicer processing
N#CCC(=O)NNC(=S)NCc1cccs1,-0.01
Cn1c(=O)c2c(nc(NCc3ccccn3)n2C)n(C)c1=O,-0.58
CCCC12CN3CC(C)(CN(C1)C3c1ccc([N+](=O)[O-])o1)C2=O (stereo not drawn),1.43

Additional compounds.
SMILES,Dicer processing
OCCN1N=C2c3ccccc3CCC2C1c1ccccc1Cl (stereo not drawn),0.05
CCOc1nc(-c2ccccc2)ccc1-c1noc(-c2cccnc2)n1,0.82
Nc1nc2c(ncn2COCCO)c(=O)[nH]1,-0.2
CCOC(=O)c1cnn2c1nc(Sc1cccc(OC)c1)c1ccccc12,-2.49
Cc1ccc(C(=O)NC(=S)NNc2ncc(C(F)(F)F)cc2Cl)cc1,-0.66
CCCS(=O)(=O)c1c(S(=O)(=O)CCC)c2ccccn2c1C(=O)c1ccc(C)cc1,31.4
Cc1cc(-c2nnc(C(F)(F)F)o2)ccc1[N+](=O)[O-],-1.78
COc1ccc(-c2cc(-c3ccccc3)c(-c3ccccc3)nn2)cc1CN1CCOCC1,1.9
CC(C)OC(=O)C1C(=O)CC(C)(O)C(C(=O)OC(C)C)C1c1ccc(O)cc1 (stereo not drawn),-0.2
O=S(=O)(NCCCN1CCN(Cc2ccccc2)CC1)c1cccc(Cl)c1Cl,-1.3
O=C(CSc1nc(-c2ccco2)cc(C(F)(F)F)n1)NCc1ccco1,-0.76
Cc1c(NC(=O)/C=N/O)c(=O)n(-c2ccccc2)n1C,0.61

Following part.
SMILES,Dicer processing
CSc1nc(C)nc(Nc2ccccc2)c1C#N,-0.75
Cc1[nH]nc(-c2ccc(O)cc2O)c1Oc1ccccc1,-1.06
Cc1cc(I)c[nH]c1=O,-0.79
O=C(CN1C2=NCCCN2c2ccccc21)c1ccc(Br)cc1,4.03*
O=C(O)c1ccc2nc3c(nc2c1)-c1cccc2cccc-3c12,-0.45
O=C1C=CC2(C=C1)CC1(CCCCC1)N=C2SCc1ccccc1,2.86
CCC(C)Sc1nc2ccccc2n1CC(=O)O (stereo not drawn),-0.3
CN1CN=C(SCc2ccccc2Cl)NC1,-1.08
OC(C#CCN1CCOCC1)(c1ccccc1)c1cccc(F)c1 (stereo not drawn),1.81
N=C(N)SCc1cccc(CSC(=N)N)c1F,-3.4
Cc1c(NC(=O)NNc2ccc(OC(F)(F)F)cc2)sc2nc(-c3ccc(Cl)cc3)nn12,0.5
O=C(NCCN1CCN(c2nccc(C(F)(F)F)n2)CC1)NC1CCCCC1,2.37

Later entries
SMILES,Dicer processing
O=C(c1nn2c(c1Cl)NC(c1ccccc1)CC2C(F)(F)F)N1CCCCC1 (stereo not drawn),5.56*
Cc1ccc2c(c1)C1C=CCC1C(c1ccccc1Cl)N2 (stereo not drawn),4.09*
O=C1c2oc3ccccc3c(=O)c2C(c2cccc(O)c2)N1Cc1ccc2c(c1)OCO2 (stereo not drawn),1.01
Cc1cc(OCc2nc(-c3ccc(-n4cccc4)cc3)no2)cc(C)c1Cl,2.53
Clc1ccc(/C=N\Nc2nc3ccccc3nc2/C=C/c2cccs2)cc1,2.05
COc1ccc(S(=O)(=O)NCCSc2nnnn2-c2ccccc2)cc1,2.83
COc1cc(C=Nc2ccc(F)cc2F)ccc1OC(=O)/C=C/c1cccs1,-0.19
CC(C)(C)/C(O)=C/c1nc2cc([N+](=O)[O-])ccc2[nH]c1=O,0.03
N#CCC(=O)NC(=O)NC12CC3CC(CC(C3)C1)C2,-0.94
COc1ccc(Cc2noc(N)n2)cc1,-1.22
Cc1cc(NC(=O)NC(=O)c2ccccc2F)no1,-0.14
O=C(O)CCSc1nnc(Cc2ccccc2)o1,2.58

New compounds follow:
SMILES,Dicer processing
Cc1ccc(CN2C(=O)C(O)(CC(=O)c3ccc(C)o3)c3cc(Cl)ccc32)cc1 (stereo not drawn),3.71*
COc1ccccc1OCCn1c(CO)nc2ccccc21,0.05
CCCOc1ccc(Br)cc1C1C(C(=O)OC(C)C)=C(C)Nc2nnnn21 (stereo not drawn),-1.27
CCc1ccc(/C=C2/SC(=S)NC2=O)cc1,-0.65
CN1CCN(C(=O)CN(c2ccccc2)S(=O)(=O)N(C)C)CC1,1.02
CSc1nnc2c(n1)OC(c1ccccc1C)N(C(C)=O)c1ccccc1-2 (stereo not drawn),0.57
COc1ccc(Oc2cc(C(F)(F)F)nc3cc(C(C)(C)C)nn23)cc1,-1.66
O=C(NCC1CCCO1)c1cc2n(n1)C(C(F)(F)F)CC(c1ccc3c(c1)OCO3)N2 (stereo not drawn),-1.61
O=c1c2cnn(-c3ccccc3)c2ncn1/N=C/c1ccc(OCc2ccccc2)cc1,-0.77
Cc1cc(C)cc(CC2CC(=O)N(c3ccccc3)C2=O)c1 (stereo not drawn),-4.42
COCCCNC(=S)NNC(=S)Nc1ccccc1,3.59*
Cc1onc(-c2c(Cl)cccc2Cl)c1C(=O)N1CC2(C)CC1CC(C)(C)C2 (stereo not drawn),-0.19

Next section.
SMILES,Dicer processing
Nc1nc(-c2ccccc2)cc(=O)[nH]1,0.66
COC(=O)Oc1ccc2c(=O)c(Oc3cccc(C)c3)c(C(F)(F)F)oc2c1,0.81
COc1ccc(-c2cnc3c(-c4ccc(Cl)cc4)c(C)nn3c2N)cc1OC,0.45
O=C(NCc1cccs1)c1cc2n(n1)C(C(F)(F)F)CC(c1ccc(Cl)cc1)N2 (stereo not drawn),0.44
Cc1ccc2c(c1)CCCN2C(=S)Nc1cccc(C(F)(F)F)c1,-2.31
CC(C)(C)c1cc2nc(C(F)(F)F)cc(NNC(=O)Nc3ccccc3)n2n1,0.68
COC(=O)c1ccc(Cn2c(C)cc(C)[n+]2C)o1,2.85
COc1cccc(-c2cc(N)n(-c3c(Cl)cc(Cl)cc3Cl)n2)c1,-0.15
COC(=S)Nc1ccccc1Cl,-0.83
CS(=O)(=O)Nc1ccccc1Oc1ccc(Cl)cc1Cl,0.71
Cc1oc(S(=O)(=O)N2CCCC2)cc1C(=O)Nc1ccccc1N1CCOCC1,0.43
CN1CCN(CC(O)Cn2c(N3CCOCC3)nc3c2c(=O)n(C)c(=O)n3C)CC1 (stereo not drawn),-1.55

Further compounds:
SMILES,Dicer processing
Cc1ccc(S(=O)(=O)N(C)CCO)cc1-c1nnc2c3ccccc3c(C)nn12,0.62
CC(c1ccccc1)n1c(SCC(=O)c2ccc(F)cc2)n[nH]c1=O (stereo not drawn),0.42
O=S1(=O)CC(c2ccc(Cl)cc2)CS(=O)(=O)C1,-1.32
Cc1nnc(SCC(=O)Nc2ccc3[nH]c(=O)[nH]c3c2)s1,0.93
Cc1ccc(SCc2cc(=O)[nH]c(Nc3nc(C)c4cccc(C)c4n3)n2)cc1,1.82
CCOC(=O)c1cc(-c2ccccc2)n(-c2ccccc2)c1C,0.87
CN=C(NC1CCCCC1)SCc1ccccc1,1.42
O=C(O)c1ccccc1SC1CC(=O)N(c2ccccc2Cl)C1=O (stereo not drawn),-0.76
CC(C)(C)c1ccc(-c2nc(SCC(=O)c3ccc(Cl)cc3)n[nH]2)cc1,-0.27
CC(C)OC(=O)c1c(NC(=O)c2nc3ncccn3n2)sc2c1CCCC2,0.78
CCCCOC(=O)C1=C(C)NC2=C(C(=O)CC(C)(C)C2)C1c1ccc(OCCC)cc1 (stereo not drawn),-1.3
O=c1cc(C(F)(F)F)[nH]c2cc(C(F)(F)F)ccc12,-2.42

More entries:
SMILES,Dicer processing
CC(C)(C)c1ccc(OCC(N)=NC(=O)c2ccc(OC(F)(F)F)cc2)cc1,-2.13
CCc1ccc(S(=O)(=O)N2CCN(Cc3ccc4c(c3)OCO4)CC2)cc1,-3.52
c1ccc(CCn2cnc3ccccc32)cc1,-0.34
Cc1cc(C)n2nc(C(C)(C)C)c(Br)c2n1,0.1
S=c1sc2ccccc2n1CCn1c(=S)sc2ccccc21,-0.08
Cc1ccc(Cl)c2c1NC(=O)C2(O)c1c[nH]c2ccccc12 (stereo not drawn),2.78
C/C(=N\NC(N)=S)c1ccc(Cl)c(Cl)c1,-0.19
CC1CC(C)CN(C(=O)CCC(=O)O)C1 (stereo not drawn),0.55
CCOc1nc(-c2ccc(C)cc2)ccc1-c1noc(-c2ccco2)n1,1.24
COc1ccc(C2CC(=O)C3=C(C2)Nc2nc4ccccc4n2C3c2cccs2)cc1 (stereo not drawn),-1
C=CCn1c(Oc2ccccc2Cl)nc2c1c(=O)n(C)c(=O)n2C,0.6
CCSc1nc(-c2ccc(Cl)cc2)[nH]c(=O)n1,-3.37

Continued (7 carried over from the part before).
SMILES,Dicer processing
Cc1ccc(Cl)c2c1NC(=O)C2(O)c1c[nH]c2ccccc12 (stereo not drawn),2.78
C/C(=N\NC(N)=S)c1ccc(Cl)c(Cl)c1,-0.19
CC1CC(C)CN(C(=O)CCC(=O)O)C1 (stereo not drawn),0.55
CCOc1nc(-c2ccc(C)cc2)ccc1-c1noc(-c2ccco2)n1,1.24
COc1ccc(C2CC(=O)C3=C(C2)Nc2nc4ccccc4n2C3c2cccs2)cc1 (stereo not drawn),-1
C=CCn1c(Oc2ccccc2Cl)nc2c1c(=O)n(C)c(=O)n2C,0.6
CCSc1nc(-c2ccc(Cl)cc2)[nH]c(=O)n1,-3.37
O=S(=O)(c1sc(Br)cc1Br)N1CCCC1,1.11
CC(C)NC[C@H](O)c1ccc(O)c(O)c1,-0.21&-2.42&0.62
COc1ccccc1-c1coc2c(CN(C)C3CCCCC3)c(O)ccc2c1=O,1.88
Nc1c2c(nc3ccccc13)N(Cc1ccccc1)CC2,0.07
CC(=O)OC12CC3CC(C1)CC(C(=O)O)(C3)C2,-7.49
O=C(O)C1C2CCC(C2)C1C(=O)Nc1nc(-c2ccc(Br)cc2)cs1 (stereo not drawn),0.53
COc1ccc(-n2c(-c3cccc(OC)c3)csc2=NCc2cccnc2)cc1,1.67
CCC12CN3CC(CC)(CN(C1)C3c1cc(Br)ccc1O)C2=O (stereo not drawn),-0.09
CC(CC(=O)O/N=C(\N)c1ccc(C(F)(F)F)cc1)S(=O)(=O)c1ccc(Cl)cc1 (stereo not drawn),-2.03
O=C(CCSc1nc(-c2ccco2)cc(C(F)(F)F)n1)NCc1ccco1,0.28
Cn1cc(/C(N)=N/O)c(=O)n(Cc2ccccc2)c1=O,7.02*
Nc1cc(-c2csc(-c3cccnc3)n2)nn1-c1ccc(Cl)cc1,0.7

The list continues:
SMILES,Dicer processing
Oc1ccccc1C1CCCCC1c1ccccc1 (stereo not drawn),4.67*
Cc1onc(-c2c(Cl)cccc2Cl)c1C(=O)Oc1noc2ccccc12,0.92
C=CCOc1ccc(C(Nc2ccccn2)c2ccc3ccc(C)nc3c2O)cc1 (stereo not drawn),0.31
CNC(=S)Sc1ccc(F)cc1F,0.92
Cc1c(Cl)cc(F)cc1S(=O)(=O)N1CC=C(c2ccccc2)CC1,0.88
COc1ccccc1CCn1cc(C#N)c(=O)[nH]c1=O,-0.9
Cc1ccc2ncnc(NC(CO)C(=O)O)c2c1 (stereo not drawn),1.81
COc1ccc(COC(=O)C2=C(C)NC3=C(C(=O)CCC3)C2c2coc3ccccc3c2=O)cc1 (stereo not drawn),0.6
Cn1c(=O)c2c(nc(NCc3ccccc3)n2Cc2ccc(F)cc2)n(C)c1=O,6.4
CC(=O)NCCc1c(F)cccc1Cl,1.95
C=CCNC(=S)N1CCc2sccc2C1c1ccc(Cl)cc1 (stereo not drawn),0.37
COc1cc(C2C(C(=O)OC3CCCC3)=C(C)NC3=C2C(=O)CCC3)cc(Br)c1O (stereo not drawn),-1.1

Next section
SMILES,Dicer processing
N/C(=N\C(=O)N1CCOCC1)c1ccccc1OC(F)(F)F,-0.73
COc1ccccc1OCc1nc(-c2ccc(Cl)cc2)no1,0.24
CN(C)CCN1C(=O)C(O)=C(C(=O)c2cccs2)C1c1ccncc1 (stereo not drawn),4.07*
CCC(=O)Nc1cc(OC)cc(OC)c1,1.75
CCN(CC)CCNc1nc2c(c(=O)n(C)c(=O)n2C)n1Cc1ccc(Cl)c(Cl)c1,-0.88
CCOC(=O)N/N=C/c1ccc(OC)c(Br)c1,-1.29
Nc1nc(-c2ccncc2)ncc1S(=O)(=O)Cc1ccco1,-2.81
O=C1C(=O)N(CCCn2ccnc2)C(c2ccc(F)cc2)/C1=C(\O)c1ccc(F)cc1 (stereo not drawn),-0.45
O=S(=O)(NC1CCCCC1)c1ccc(Cl)cc1I,-0.24
CC1(C)S[C@H](CNC(=O)Cc2ccccc2)N[C@H]1C(=O)O,3.98*
CC(C)Sc1sc(C#N)c2c1C(=O)CC(C)(C)C2,-0.03

Look-ups from the list.
CC1CC(C)CN(C(=O)CCC(=O)O)C1 (stereo not drawn) in Dicer processing shows 0.55
CSc1nnc2c(n1)OC(c1ccccc1C)N(C(C)=O)c1ccccc1-2 (stereo not drawn) in Dicer processing shows 0.57
O=C(O)CCSc1nnc(Cc2ccccc2)o1 in Dicer processing shows 2.58
O=C1C(=O)N(CCCn2ccnc2)C(c2ccc(F)cc2)/C1=C(\O)c1ccc(F)cc1 (stereo not drawn) in Dicer processing shows -0.45
